# CCHFV vOTU inh: CCHFV vOTU protease inhibitors, primary screen, biochemical, Pep-AMC substrate, fluorescence; inhibition, % at 11.5 µM; 370,000 compounds, 0.55% hits; Crimean-Congo hemorrhagic fever virus L polyprotein viral ovarian tumor (vOTU) protease …; in the data active means inhibition above about 30%; further: 0% = vehicle wells with enzyme and 100% = no enzyme wells
# BoNT F protease: BoNT/F light chain protease inhibitors, primary screen, biochemical, flow cytometry, MLPCN library; Botulinum neurotoxin type F light chain protease (Clostridium botulinum); Multiplex microsphere protease cleavage assay; inhibition, % at 10 µM; 360,000 compounds, 0.22% hits; AID 588497, 2011; in the data active means inhibition above about 35%, passing the limit was not always enough; further: plate controls were buffer without enzyme for full effect and enzyme alone for no effect
# Starred values were filed as active, the others as inactive. This is a subset; rates above refer to the full screens.
SMILES,CCHFV vOTU inh,BoNT F protease
CC(=O)N1Cc2cc(C(=O)NCc3cccc(F)c3)nc(-c3cccc(C4=CCCC4)c3)c2[C@H]1CCO,-1,-5
COC(=O)[C@@]1(Cc2ccc(OC)cc2)[C@H]2c3cc(C(=O)N4CCCC4)n(Cc4ccc(Cl)c(C(F)(F)F)c4)c3C[C@H]2CN1C(=O)c1ccccc1,15,4
C/C=C/c1cccc(-c2nc(C(=O)NC3Cc4ccccc4C3)cc3c2[C@@H](CCO)N(C(C)=O)C3)c1,-3,1
CC(C)C[C@H]1CN(CCCC[C@@H]2CNC(=O)C(=O)N2Cc2ccccc2)C(=O)C(=O)N1CCC1CCCCC1,6,-4
O=C1N2CCCCC1(c1ccccc1)CCCC2,2,-5
CCOC(=O)[C@]12CCC=C1N(CCC1=CCCCC1)C(=O)[C@H](CC(=O)NCc1ccccc1)C2,-3,-1
CCCCC[C@H](C)N1C[C@@H](COCc2ccccc2)Oc2cc(N3CCC[C@H]3C(N)=O)ccc2S1(=O)=O,35*,-5
CCOC(=O)[C@]12CCC=C1N(Cc1ccco1)C(=O)[C@H](CC(=O)N1CCCCC1)C2,-7,-14
O=C1NC[C@H](CCCCN2C[C@H](Cc3ccccc3)N(CC3CCCCC3)C(=O)C2=O)N(CCc2ccccc2)C1=O,10,-11
CCOC(=O)c1cc2cc(OC)ccc2n1C1CCN(CCc2ccccc2)CC1,4,0

# Continued (2 carried over from the part before).
SMILES,CCHFV vOTU inh,BoNT F protease
O=C1NC[C@H](CCCCN2C[C@H](Cc3ccccc3)N(CC3CCCCC3)C(=O)C2=O)N(CCc2ccccc2)C1=O,10,-11
CCOC(=O)c1cc2cc(OC)ccc2n1C1CCN(CCc2ccccc2)CC1,4,0
O=C1NC[C@@H](CCCCN2C[C@H](Cc3ccc(O)cc3)N(CCc3ccccc3)C(=O)C2=O)N(Cc2ccccc2)C1=O,-8,8
COC(=O)[C@]12CCCCC=C1N(Cc1ccc(Cl)cc1Cl)C(=O)[C@H](CC(=O)NCCc1ccccc1OC)C2,14,6
CCCN(C)C1CN(Cc2cn(Cc3ccc(C(F)(F)F)cc3)nn2)S(=O)(=O)C1 (configuration not stated),19,-7
CCOc1ccc(CCN2C(=O)C(=O)N([C@@H](CC(C)C)CN3CCC[C@H]3CN3C(=O)C(=O)NC[C@@H]3Cc3ccccc3)C[C@@H]2CC(C)C)cc1,12,-4
O=C1NC[C@@H](Cc2ccc(O)cc2)N(CCc2cc(C(F)(F)F)cc(C(F)(F)F)c2)C1=O,8,-12
CCOC(=O)[C@]12CCCC=C1N(Cc1cccc3ccccc13)C(=O)[C@H](CC(=O)NCCCCc1ccccc1)C2,20,0
CC(C)C[C@H]1CN(CCCC[C@H]2CNC(=O)C(=O)N2CC2CCCCC2)C(=O)C(=O)N1Cc1ccccc1,7,-2
COC(=O)[C@]12CCCCC=C1N(Cc1ccccc1)C(=O)[C@H](CC(=O)N1CCCC1)C2,12,2
CCN(C)C1CN(Cc2cn(Cc3cccc(C(F)(F)F)c3)nn2)S(=O)(=O)C1 (configuration not stated),-4,-8
COC(=O)[C@]12CCCCC=C1N(CCC1=CCCCC1)C(=O)[C@H](CC(=O)N1CCOCC1)C2,1,4
FC(F)(F)c1cc(Cl)c2nc(-c3cccc(Cl)c3)c(Cc3cccc(Cl)c3)n2c1,4,-8
O=C1NC[C@H](CCCCN2C[C@H](Cc3ccc(O)cc3)N(CCc3ccccc3)C(=O)C2=O)N(CC2CCCCC2)C1=O,21,8
CC(C)C[C@H]1CN(CCCC[C@H]2CNC(=O)C(=O)N2CC2CCCCC2)C(=O)C(=O)N1CCc1ccccc1,17,12
Cc1ccc(CN2C(=O)c3ccccc3C2c2nnnn2-c2ccc3c(c2)OCCO3)cc1 (configuration not stated),11,3
CCOc1cc(OCC)cc(C(=O)N2CCC[C@H]2C(=O)N2CCC[C@H]2C(=O)N[C@H](C)c2ccccc2)c1,-4,0
CC1(C)OC(=O)C2=C(C[C@@H](C3CC3)O[C@H]2c2ccc(Cl)cc2)O1,-6,-9
CCCCCCCCN1C(=O)[C@H](CC(=O)NCCCC)C[C@@]2(C(=O)OCC)CCCC=C12,28,1
CN(Cc1ccccc1)C(=O)[C@@H]1CCCN1C(=O)[C@@H]1CCCN1C(=O)OC(C)(C)C,-11,-1
CCC(C)[C@H]1CNC(=O)C(=O)N1CC1CCCCC1 (some centres not stated),6,-12
CCCCCCCCN1C(=O)[C@H](CC(=O)N2CCSCC2)C[C@@]2(C(=O)OCC)CCCC=C12,39*,-8
CCOC(=O)[C@]12Cc3cc(OC)ccc3[C@H]1N(C1CCCCC1)C(=O)c1cc(OC)ccc12,6,-4
Cc1cc(C)c2cc(C#N)c(NCCCN)nc2c1,-25,1
Nc1nc2ccc(Cl)cc2cc1C(=O)NC1CC1,-49,-4
CN(Cc1ccccc1)C(c1cc2ccccc2o1)c1nnnn1C(C)(C)C (configuration not stated),11,-3
COc1cc(-c2ccc(N3C(c4ccsc4)=Cc4ccc(F)cc4C3c3c[nH]c4ccc(C#N)cc34)cc2)cc(OC)c1OC (configuration not stated),6,3
COC(=O)c1c(-c2ccccc2)oc2c1C(OCCO)CCC2 (configuration not stated),-2,0
COCCCn1cc(CN2CC(N3CCSCC3)CS2(=O)=O)nn1 (configuration not stated),16,3
CCCCn1nnnc1C(c1ccccc1)N1CCN(c2ncccc2C(F)(F)F)CC1 (configuration not stated),11,-2
COc1ccc([C@H]2CC(=O)C[C@@H](CCn3cc(C)nn3)O2)cc1,21,-6
CC1(c2nnnn2-c2ccc3c(c2)OCCO3)CCC(=O)N1CCc1c[nH]c2ccccc12 (configuration not stated),1,4
CCCCCCSc1ccc(-c2nc3cnccn3c2NC2CCCCC2)cc1,0,-20
CN(C)CCN1CCN(C2CN(Cc3cn(Cc4cccc(Cl)c4)nn3)S(=O)(=O)C2)CC1 (configuration not stated),-4,8
CC(C)C[C@@H]1Cc2[nH]c(=S)[nH]c(=O)c2[C@H](C)O1,-4,6
CC1(c2nnnn2-c2ccc3c(c2)OCCO3)CCC(=O)N1CCc1ccccc1F (configuration not stated),-3,-6
COc1ccc(S(=O)(=O)N2CCC[C@H]2C(=O)N2CCC[C@H]2C(=O)N[C@@H](C)c2ccccc2)cc1C,16,-4
COC(=O)[C@]12CCCCC=C1N(CCC1=CCCCC1)C(=O)[C@H](CC(=O)NCc1cccc3ccccc13)C2,9,6
COC(=O)[C@@]1(Sc2ccccc2)CC(=O)N[C@@H]1c1ccccc1,1,1
O=C(NCc1ccccc1Cl)[C@H]1CCCN1C(=O)[C@H]1CCCN1,-1,2
COc1ccc(Cn2cc(CN3CC(N4CCCCC4)CS3(=O)=O)nn2)cc1 (configuration not stated),4,8
O=C1NC[C@H](CCCCN2CCN(CCc3ccccc3)C(=O)C2=O)N(CCc2ccc(O)cc2)C1=O,12,-10
CCOC(=O)[C@]12CCCC=C1N(Cc1ccco1)C(=O)[C@H](CC(=O)NCc1ccc(OC)c(OC)c1)C2,4,1
CCOC(=O)[C@]12CCCC=C1N(Cc1cccc3ccccc13)C(=O)[C@H](CC(=O)NCc1cccs1)C2,10,0
CCCCc1c(-c2ccccc2OC)ncn1CCc1cccc(Cl)c1,19,-11
N#Cc1ccc2[nH]cc(C3c4cc(F)ccc4C=C(c4ccsc4)N3c3ccc(C#CCCO)cc3)c2c1 (configuration not stated),1,0
COc1ccc(Cc2c(-c3cccc(Cl)c3)nc3cc(C)c(Br)c(C)n23)c(C)c1,4,2
CCOC(=O)[C@]12CCCC=C1N(Cc1cccc3ccccc13)C(=O)[C@H](CC(=O)NCCCN1CCCC1=O)C2,-4,2
O=C(NCc1ccccn1)[C@@H]1CCCN1C(=O)[C@@H]1CCCN1C(=O)c1ccc(Cl)cc1,5,-10
CC(C)(C)C(=O)c1c(N)[nH]c(C(=O)c2ccccc2)c1-c1ccc(Cl)cc1,7,-10
CC(C)C[C@H]1COc2cccc(N(C)CCO)c2S(=O)(=O)N1,4,11
CCOC(=O)[C@]12CCC=C1N(CCC1=CCCCC1)C(=O)[C@H](CC(=O)NCc1cccc3ccccc13)C2,9,0

# Random excerpt: six records from the list.
SMILES,CCHFV vOTU inh,BoNT F protease
CCOC(=O)[C@]12CCCC=C1N(Cc1cccc3ccccc13)C(=O)[C@H](CC(=O)NCc1cccs1)C2,10,0
O=C(NCc1ccccn1)[C@@H]1CCCN1C(=O)[C@@H]1CCCN1C(=O)c1ccc(Cl)cc1,5,-10
CCCCc1c(-c2ccccc2OC)ncn1CCc1cccc(Cl)c1,19,-11
CC(C)(C)C(=O)c1c(N)[nH]c(C(=O)c2ccccc2)c1-c1ccc(Cl)cc1,7,-10
COc1ccc(Cc2c(-c3cccc(Cl)c3)nc3cc(C)c(Br)c(C)n23)c(C)c1,4,2
CCOC(=O)[C@]12CCCC=C1N(Cc1cccc3ccccc13)C(=O)[C@H](CC(=O)NCCCN1CCCC1=O)C2,-4,2

# (further entries)
SMILES,CCHFV vOTU inh,BoNT F protease
CCOC(=O)[C@]12CCCC=C1N(Cc1ccc3c(c1)OCO3)C(=O)[C@H](CC(=O)NCCCOC)C2,-6,-3
CCN(C)C1CN(Cc2cn(Cc3cc(C)cc(C)c3)nn2)S(=O)(=O)C1 (configuration not stated),-2,-2
CCOC(=O)[C@]12CCCC=C1N(Cc1cccc3ccccc13)C(=O)[C@H](CC(=O)NCc1ccc(OC)c(OC)c1)C2,11,-8
O=c1[nH]c2cc3ccccc3cc2nc1-c1nnnn1C1CCCC1,30*,-1
CCOC(=O)[C@]12CCC=C1N(Cc1ccc3c(c1)OCO3)C(=O)[C@H](CC(=O)NCCCCc1ccccc1)C2,19,-7
CCOC(=O)[C@]12CCCC=C1N(Cc1ccc3c(c1)OCO3)C(=O)[C@H](CC(=O)NCCC(C)C)C2,18,-2
CCOC(=O)C(=C1Nc2ccccc2N1)n1c(-c2cnccn2)nc2ccccc21,5,-9
COc1ccc(-c2c(C(=O)c3ccccc3)[nH]c(N)c2C(=O)c2ccccc2)cc1OC,15,-1
COc1cc(OC)cc(-c2c(Sc3ccccc3)c3cc(-c4ccc(OC)c(OC)c4)ccc3n2C)c1,12,0
Cc1cccc(C)c1-n1nnnc1C1(C)CCC(=O)N1C1CC1 (configuration not stated),0,-5

# One compound at a time, from the list above:
# `CCOC(=O)[C@]12Cc3cc(OC)ccc3[C@H]1N(C1CCCCC1)C(=O)c1cc(OC)ccc12` is listed with CCHFV vOTU inh: 6; BoNT F protease: -4
# `CCCCn1nnnc1C(c1ccccc1)N1CCN(c2ncccc2C(F)(F)F)CC1` (configuration not stated) is listed with CCHFV vOTU inh: 11; BoNT F protease: -2

# The listing continues.
SMILES,CCHFV vOTU inh,BoNT F protease
COc1ccc(CN2C(=O)C(CC(=O)NCCc3ccccn3)CC(C(=O)N3CCCCCC3)=C2C)cc1 (configuration not stated),-1,-5
CC(C)C[C@@H](COCc1ccc(Cl)cc1)N1CCN(C(=O)c2ccc(C(F)(F)F)cc2)CCC1=O,19,-2
CN1CCN(C2CN(Cc3cn(Cc4ccc(Cl)cc4)nn3)S(=O)(=O)C2)CC1 (configuration not stated),-5,2
CCCCn1nnnc1C(c1ccccc1)N1CCN(C(C)=O)CC1 (configuration not stated),-7,6
COc1ccc(CNC(=O)OC2CC3CC2[C@H]2CCCCN2C3=O)cc1 (some centres not stated),10,-4
CCCCn1nnnc1C(c1ccccc1)N1CCN(c2ccc(OC)cc2)CC1 (configuration not stated),1,-12
COc1ccc(Cc2c(C(C)(C)C)nc3cc(C)c(Br)c(C)n23)c(C)c1,7,-2
O=C1NC[C@H](CCCCN2C[C@H](Cc3ccc(O)cc3)N(Cc3ccccc3)C(=O)C2=O)N(CCc2ccc(O)cc2)C1=O,4,1
O=S1(=O)CC(N2CCN(Cc3ccccc3F)CC2)CN1Cc1cn(Cc2ccc(Cl)cc2)nn1 (configuration not stated),-5,-1
CCCCCCCCN1C(=O)[C@H](CC(=O)NCc2cccs2)C[C@@]2(C(=O)OCC)CCCC=C12,31*,-6
CC1(c2nc3ccccc3[nH]2)c2ccccc2C(=O)N1Cc1ccccn1 (configuration not stated),9,5
COc1cc(OC)cc(C2=Cc3ccccc3C(CC(=O)c3ccco3)N2c2ccc(-c3ccc(C(N)=O)cc3)cc2)c1 (configuration not stated),19,-6
Cc1cc(C)cc(Cn2cc(CN3CC(N4CCN(Cc5ccccc5F)CC4)CS3(=O)=O)nn2)c1 (configuration not stated),5,-6
CCCCCCCCN1C(=O)[C@H](CC(=O)NCC23CC4CC(CC(C4)C2)C3)C[C@@]2(C(=O)OCC)CCCC=C12,5,-4
CC1(c2nnnn2Cc2ccccc2)CCC(=O)N1CCOc1ccccc1 (configuration not stated),17,6

# Assay outcomes as filed in PubChem BioAssay.
